Yeast superoxide – reduction of superoxide in aged yeast, primary screen, HTS; S. cerevisiae aged cells, superoxide DHE fluorescence; hits give low values; superoxide response (% of plate mean), % at 10 µM; hit rate 0.18% among 330,000; AID 2690, 2010;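 active = superoxide response under a set limit, about three screen SD below normal, cut at about 65% in these data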;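 also: yeast aged for seven days with compound at 30 °C before DHE staining; 100% = average MFI of all compound-treated wells on the plate with controls excluded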
CIT2-GFP yeast – modulators of CIT2-GFP expression in yeast, primary screen, S. cerevisiae, GFP fusion, multiplex flow cytometry, MLPCN library | S. cerevisiae CIT2-GFP strain, 3 h; 100 means same as DMSO wells | GFP response vs DMSO, % at 10 µM | hit rate 0.065% among 320,000 | AID 2029, 2009;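 active = GFP response relative to DMSO above a set limit, near the screen mean plus 3 SD, cut at about 150% in these data; inconclusive = Fewer than 70 cells measured for a yeast strain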;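 also: ratio of well median GFP fluorescence to mean of DMSO wells on the plate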
AGP1-GFP MLPCN – modulators of AGP1-GFP expression in yeast TOR pathway, primary screen, cell-based, multiplex flow cytometry, S. cerevisiae, MLPCN library; hit rate 0.02% among 320,000; GFP response vs DMSO, % at 10 µM; 3 h; GFP as percent of DMSO wells;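 active = GFP response relative to DMSO above a set limit, near screen average plus 3 SD, cut at about 150% in these data; inconclusive = fewer than 70 cells counted for the yeast strain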;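 also: median GFP channel fluorescence of the gated AGP1 strain per well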
RPL19A-GFP yeast – RPL19A-GFP expression modulators in yeast, primary screen, cell-based, S. cerevisiae, multiplex flow cytometry, MLPCN; percent response vs DMSO, % at 10 µM; hit rate 0.3% among 330,000; AID 2025, 2009; S. cerevisiae RPL19A-GFP strain, 3 h; hits give low values;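 active = percent response vs DMSO below 50%; inconclusive = fewer than 70 events counted for the yeast strain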;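 also: median channel GFP fluorescence of the barcoded RPL19A-GFP strain; ratio of sample median GFP to plate DMSO average so 100% = DMSO; lower means less RPL19A-GFP as with rapamycin TOR inhibition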
MEP2-GFP yeast – modulators of MEP2-GFP levels in yeast, primary screen, S. cerevisiae, multiplex flow cytometry, MLPCN library | S. cerevisiae MEP2-GFP strain, 3 h; 100% = DMSO control level | GFP response vs DMSO, % at 10 µM | hit rate 0.51% among 330,000;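 active = GFP response versus DMSO above a set limit, roughly screen mean plus 3 SD, cut at about 180% in these data; inconclusive = fewer than 70 cells counted for a yeast strain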;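 also: median GFP fluorescence of the barcode-gated MEP2-GFP cells per well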
LAP4 TOR yeast – modulators of LAP4-GFP expression in yeast, primary screen, S. cerevisiae, multiplex flow cytometry, MLPCN library | GFP response vs DMSO, % at 10 µM | hit rate 0.34% among 320,000 | 3 h; median GFP as percent of DMSO wells | AID 2023, 2009;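 active = GFP response vs DMSO above a set limit, about the screen mean plus 3 SD, cut at about 150% in these data; inconclusive = under 70 cell events counted for the yeast strain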
Efflux pump mplx – inhibitors of Candida efflux pumps in yeast, primary screen, S. cerevisiae, Nile Red, multiplex; S. cerevisiae Candida pump triplex; inhibition, % at 10 µM; hit rate 0.44% among 330,000; AID 485275, 2010;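 active = plate passing quality check with inhibition over a set limit, or well fluorescence over plate mean plus 4 SD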;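 also: Nile Red retained in pooled yeast measured as flow cytometry median fluorescence; 0% = buffer negative control and 100% = Enniatin B positive control; higher means more Nile Red kept so more efflux inhibition; some compounds called inactive have numbers as strong as hits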
AHR act – AHR activators, primary screen, cell-based, luminescence, luciferase reporter, human; Aryl hydrocarbon receptor (Homo sapiens), P35869; activation, % at 5 µM; AID 2796, 2010; AHR-responsive luciferase reporter cells; hit rate 2.5% among 320,000; in the data active = activation above about 47%;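 also: 0% = vehicle wells and 100% = reference agonist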
Target sequence (P35869 whole entry, looked up): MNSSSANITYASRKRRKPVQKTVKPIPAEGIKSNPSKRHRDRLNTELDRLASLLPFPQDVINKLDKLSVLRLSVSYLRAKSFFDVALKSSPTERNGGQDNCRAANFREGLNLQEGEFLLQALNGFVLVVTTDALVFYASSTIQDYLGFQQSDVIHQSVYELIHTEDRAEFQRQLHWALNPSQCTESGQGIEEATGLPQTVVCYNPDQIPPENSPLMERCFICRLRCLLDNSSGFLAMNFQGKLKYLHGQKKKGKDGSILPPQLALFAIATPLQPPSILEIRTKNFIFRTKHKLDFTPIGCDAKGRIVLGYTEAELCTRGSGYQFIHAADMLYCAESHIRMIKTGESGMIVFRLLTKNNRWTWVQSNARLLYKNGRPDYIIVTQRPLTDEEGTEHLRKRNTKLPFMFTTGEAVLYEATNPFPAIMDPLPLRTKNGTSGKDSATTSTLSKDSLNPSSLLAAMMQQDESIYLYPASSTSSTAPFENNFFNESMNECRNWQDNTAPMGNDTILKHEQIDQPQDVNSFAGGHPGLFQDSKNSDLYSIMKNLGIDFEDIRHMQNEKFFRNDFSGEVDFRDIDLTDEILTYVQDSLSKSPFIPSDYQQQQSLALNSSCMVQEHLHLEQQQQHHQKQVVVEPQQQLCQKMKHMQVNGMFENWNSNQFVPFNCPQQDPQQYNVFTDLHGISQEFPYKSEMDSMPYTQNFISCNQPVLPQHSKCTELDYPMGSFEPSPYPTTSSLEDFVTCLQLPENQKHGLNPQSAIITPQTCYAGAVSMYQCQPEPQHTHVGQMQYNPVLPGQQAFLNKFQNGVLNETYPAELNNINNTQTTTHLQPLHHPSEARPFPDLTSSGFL
Numbers without * were called inactive; ? = inconclusive; . = not tested or not shown.

compound	Yeast superoxide	CIT2-GFP yeast	AGP1-GFP MLPCN	RPL19A-GFP yeast	MEP2-GFP yeast	LAP4 TOR yeast	Efflux pump mplx	AHR act
CCc1c(C(=O)Nc2ccc(OC)c(Cl)c2)[nH]c(C)c1C(C)=O	97	111	110	104	103	109	-0.1	18
CCOCCCNC(=O)c1cc(=O)n(Cc2cccc(C)c2)c2ccccc12	93	95	93	95	105	94	0.1	11
COC(=O)c1c(C(=O)OC)c(-c2ccc(C)cc2)n2c1CS(=O)(=O)C2	94	104	100	100	99	107	0.0	0
CC(=O)NC1=NC(=O)/C(=C/c2cn(C(C)=O)nc2-c2ccccc2)S1	92	106	94	103	103	95	0.0	17
O=C(COC(=O)C1CC1)Nc1ccc(OC(F)F)cc1	97	104	103	102	106	101	-0.1	-1
Cc1nc(SCC(=O)NC2CCS(=O)(=O)C2)c(C#N)c(C)c1C (stereo not drawn)	106	93	98	97	96	96	0.3	-1
COc1cc(OC)cc(-c2nc3nc(C)c(CCC(=O)O)c(C)n3n2)c1	86	111	113	115	103	105	-0.1	-8
CN(C)Cc1c(C(=O)N/N=C/c2cccs2)nnn1-c1nonc1N	121	103	97	95	97	112	0.4	3
N=C1/C(=C\c2ccc(-c3cccc(C(=O)O)c3)o2)C(=O)N=C2SC=C(c3ccccc3)N12	109	107	116	109	101	107	0.0	14
O=c1c2ccccc2nc2n1CCCCN2	96	94	100	102	102	113	0.0	7
O=C(CCCn1c(=S)[nH]c2ccccc2c1=O)NC1CCCCC1	105	109	117	104	109	93	-0.2	6
CCOC(=O)N1CCC(NC(=O)C(NS(=O)(=O)c2ccc3c(c2)CCN3C(C)=O)C(C)C)CC1 (stereo not drawn)	106	94	.	93	84	75	0.1	1
O=S(=O)(c1cccc(-c2cn3cccnc3n2)c1)N1CCCCCC1	105	118	.	108	119	113	0.2	9
COc1cc(CC(=O)OCC(=O)Nc2ccc(N3CCOCC3)cc2)cc(OC)c1OC	95	97	96	97	101	102	-0.1	2
Cc1ccc(Cl)cc1N1CCN(C(=O)c2noc(C(C)C)c2[N+](=O)[O-])CC1	102	103	102	100	110	101	0.0	0
O=c1c(O)c(-c2cccs2)oc2ccc(Cl)cc12	73	?	?	?	?	?	-0.1	1
COc1cccc2c(=O)c(C(=O)O)c[nH]c12	99	101	94	96	98	90	-0.1	3
O=C(NCc1ccco1)C1CCCN(S(=O)(=O)c2ccc(-n3cnnn3)cc2)C1 (stereo not drawn)	90	102	101	100	102	98	-0.1	4
CSCCC(NC(=O)c1cc([N+](=O)[O-])ccc1Cl)C(=O)O (stereo not drawn)	120	105	106	109	109	102	-0.1	-1
COc1ccccc1CCNC(=O)c1nccnc1C(=O)O	87	97	98	102	105	99	-0.1	2
CCc1nnc(N2C(=O)c3ccc(Oc4ccc([N+](=O)[O-])cc4)cc3C2=O)s1	98	87	85	106	92	93	0.0	0
Cc1noc(C)c1-c1nc(CS(=O)(=O)c2ccccc2)no1	108	105	115	104	105	109	0.1	0
COc1ccc(NS(=O)(=O)c2ccc(S(=O)(=O)N3CCCC3)cc2)cc1	120	99	103	102	102	101	-0.1	-1
CN(CC(=O)NCc1ccc(Cl)cc1)S(=O)(=O)c1cccc2nsnc12	104	93	103	102	101	95	0.0	2
CCOC(=O)CSc1nc2ccccc2c(=O)n1Cc1ccco1	83	103	106	102	102	105	0.0	-2
CCCn1c(=O)c2ccccc2n2c(SCC(=O)N3CCc4ccccc4C3)nnc12	90	97	99	103	105	98	0.1	-2
Clc1ccccc1COc1ccccc1-c1nnco1	104	69	88	94	96	100	0.2	3
COc1cccc(NC(=O)CCC(=O)Nc2cccc(OC)c2)c1	106	104	93	100	103	89	-0.1	15
CCC12CN3CCN(CC(C3)/C1=N\NC(=O)c1ccc(F)cc1)C2	99	101	105	99	96	102	-0.2	4
C=CCc1c(C)nc(SC)nc1Nc1ccc(C(C)=O)cc1	82	104	95	98	95	97	-0.5	83*
CCn1ncc(CN2CCC(C(=O)Nc3cccc(-c4cccc(F)c4)c3)CC2)c1C	98	104	91	102	109	76	0.2	1
CCOC(=O)C1(CCCc2ccccc2)CCN(C(=O)c2ccoc2)CC1	91	103	101	96	101	99	0.0	5
CNC(=O)NC(=O)C(C)OC(=O)CCCc1nc2ccccc2s1 (stereo not drawn)	114	96	96	94	100	96	0.1	-2
O=C1O/C(=C/C(=O)N2CCOCC2)c2ccccc21	95	100	101	102	105	99	0.0	4
Cc1c(C)n(C(=O)CN2CCC(C(N)=O)CC2)c2ccccc12	82	104	109	97	108	99	-0.1	6
COc1ccccc1CCC(=O)OCC(=O)N1c2ccccc2NC(=O)C1(C)C	96	99	106	103	103	106	0.1	0
COc1ccc(NC(=O)c2cc(S(=O)(=O)N3CCOCC3)cn2C)c(OC)c1	103	98	97	94	97	96	0.1	3
Oc1ccc(C(=S)N2CCCCC2)cc1Cl	107	86	102	97	87	88	0.2	2
CC(NC(=O)c1cc(S(=O)(=O)N2CCCC2)cn1C)c1ccccc1 (stereo not drawn)	97	101	99	99	103	94	0.0	0
O=C1c2cccnc2C(Nc2ccc(Br)cc2Br)N1Cc1cccs1 (stereo not drawn)	91	100	103	106	98	88	0.1	2
CCN(CC)S(=O)(=O)c1ccc(N2CCCC2)c(NC(=O)Cc2ccc(OC)cc2)c1	98	104	101	106	102	94	0.0	3
COc1ccc(OC)c(NC(=O)COC(=O)/C=C/c2ccco2)c1	112	80	84	88	89	97	-0.1	2
Cc1cc(C)c(C#N)c(SCC(=O)Nc2ccc(S(=O)(=O)Nc3onc(C)c3C)cc2)n1	102	102	103	100	98	95	0.0	-1
COc1ccc(NC(=O)c2ccc(NC(=O)COC(=O)c3cnc(C)cn3)cc2)cc1	102	91	93	87	87	95	0.2	6
CCCCOc1ccc(C(=O)Nc2cc(C)c(OCC(=O)N3CCOCC3)c(C)c2)cc1	79	106	104	102	108	106	0.1	-1
COc1ccccc1C(=O)Nc1ccc(-c2nnn(CC(=O)N3CCOCC3)n2)cc1	99	101	104	106	99	94	0.1	-12
Cc1ccc2c(c1)N(CC(=O)NCc1ccco1)C(=O)C(C(C)C)O2 (stereo not drawn)	103	100	106	100	100	107	-0.1	1
Cc1ccc(Cl)c(OCC(=O)N(C)CC(=O)Nc2ccc(N3CCOCC3)cc2)c1	93	102	107	100	102	99	0.1	5
Cc1ccc(NC(=O)COC(=O)C2CC2)cc1S(=O)(=O)N1CCOCC1	92	102	104	100	105	99	-0.1	0
Cc1cccc(C(=O)NC2CCN(S(=O)(=O)c3ccccc3F)CC2)c1	97	103	96	101	112	96	0.3	0
CSc1n[nH]c(N)c1S(=O)(=O)c1ccc(Cl)cc1	111	105	100	103	104	91	-0.1	3
Cc1ccc(OCC(=O)N(C)CC(=O)Nc2ccc(Cl)c(C(F)(F)F)c2)c([N+](=O)[O-])n1	95	83	92	92	92	87	0.0	-1
CCC(C(=O)NCCc1ccccc1OC)n1nc(C)c2c(C)n(-c3ccccc3)nc2c1=O (stereo not drawn)	102	104	89	96	105	101	0.0	1
O=S(=O)(N/N=C\c1ccc(-c2ccccc2Cl)o1)c1ccccc1	103	95	100	98	108	111	-0.1	6
CN(C(=O)c1ccccc1C(=O)OCC(=O)c1ccc(F)cc1)c1ccccc1	78	83	97	88	101	88	0.2	1
CC1(C)c2[nH]c3ccccc3c2C[C@@H]2C(=O)N(Cc3ccccc3Cl)C(=O)N21	92	93	86	101	95	127	0.0	7
CCOc1ccccc1N(C)C(=O)CCS(=O)(=O)c1ccc2c(c1)NC(=O)C(C)S2 (stereo not drawn)	112	106	110	101	96	114	0.1	1
CCOC(=O)c1cc(C)n(-c2c(C)n(C)n(-c3ccccc3)c2=O)c1C	96	102	104	98	102	100	0.1	-2
CCN1C(=O)/C(=C\c2ccc(F)cc2)N=C1SCC(=O)NCc1ccco1	102	94	98	96	101	95	-0.1	37
N/C(=N\OC(=O)Cc1ccccc1[N+](=O)[O-])c1ccncc1	95	100	99	102	103	100	-0.2	23

(cont.)
compound	Yeast superoxide	CIT2-GFP yeast	AGP1-GFP MLPCN	RPL19A-GFP yeast	MEP2-GFP yeast	LAP4 TOR yeast	Efflux pump mplx	AHR act
Cc1nc2ccccc2c(=O)n1NC(=O)COc1ccccc1	101	101	106	105	111	102	0.0	0
Cc1ccc(S(=O)(=O)N(CC(=O)N2CCOCC2)c2ccc(Br)cc2)cc1	102	106	108	97	103	104	-0.1	0
COc1ccc2nc(SCC(=O)NCc3ccc4c(c3)OCO4)[nH]c2c1	101	95	98	103	103	101	-0.1	36
O=C(N/N=C/c1ccccc1O)/C(=C/c1ccccc1)CCO	72	100	108	103	105	105	-0.2	0
Cc1ccc(N2C(=O)Cc3ccccc3C2=O)cc1	100	91	85	103	106	104	0.0	-2
COc1cccc(C2=NOC(C(=O)Nc3cc(C)nn3-c3ccccc3)C2)c1OC (stereo not drawn)	97	96	91	103	95	112	-0.1	4
CCOC(=O)C1CCCN(C(=O)c2c(-c3ccccc3Cl)noc2C)C1 (stereo not drawn)	115	103	104	101	117	108	0.0	-1
O=C(Nc1ccc(Cl)cc1F)c1cc(S(=O)(=O)N2CCCCC2)ccc1F	98	98	107	108	103	96	-0.1	5
O=[N+]([O-])c1ccc(N=Nc2ccc(O)cc2O)cc1	113	79	76	98	106	125	-0.1	0
C/C(=N\NC(=O)c1ccncc1)c1cccnc1	98	88	99	117	105	84	0.0	.
Cc1ccc(-c2cc(C(F)F)n3ncc(C(=O)N4CCN5CCCC5C4)c3n2)cc1 (stereo not drawn)	102	98	98	97	99	98	0.0	-1
COc1ccc(C(=O)N2CCCCC2C(=O)Nc2ccc(-n3nc(C)cc3C)cc2)o1 (stereo not drawn)	136	109	110	107	107	100	0.1	0
COc1ccc(Cl)cc1NC(=O)CN1CCc2ccccc2C1	99	103	99	105	105	96	0.0	-1
N#Cc1c(N2CCCC(O)C2)nc(N)c2c(N)nc3c(c12)CC(=O)N3C12CC3CC(CC(C3)C1)C2 (stereo not drawn)	95	99	96	94	95	93	0.1	6
CCN(CC)CCCN1C(=O)C(=O)/C(=C(/O)c2ccc(Cl)cc2)C1c1ccccn1 (stereo not drawn)	119	95	100	100	108	104	0.1	4
CCn1c(CNC(=O)c2ccco2)nnc1SCC(=O)Nc1cc(F)ccc1C	102	100	99	99	97	94	0.0	2
Cc1ccc2cc(C)c(N3CCN(c4ccc(F)cc4)CC3)nc2c1	99	107	106	102	106	.	-0.1	36
CN(C)S(=O)(=O)Oc1cccc(C(=O)Nc2ccc([N+](=O)[O-])cc2)c1	86	105	97	95	104	97	0.9	5

An excerpt from above in order of length of the SMILES, descending.
compound	Yeast superoxide	CIT2-GFP yeast	AGP1-GFP MLPCN	RPL19A-GFP yeast	MEP2-GFP yeast	LAP4 TOR yeast	Efflux pump mplx	AHR act
CN(C)S(=O)(=O)Oc1cccc(C(=O)Nc2ccc([N+](=O)[O-])cc2)c1	86	105	97	95	104	97	0.9	5
Cc1ccc(N2C(=O)Cc3ccccc3C2=O)cc1	100	91	85	103	106	104	0.0	-2
C/C(=N\NC(=O)c1ccncc1)c1cccnc1	98	88	99	117	105	84	0.0	.

Source: PubChem (several laboratories)
